TAAR1 antagonist = human TAAR1 antagonists, primary screen, Fluo-8 calcium fluorescence, CHO RD-HGA16 cells | Trace amine-associated receptor 1 (Homo sapiens), Q96RJ0 | inhibition, % at 3 µM | 360,000 tested, 1.5% active | antagonist;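 active = inhibition above a per-plate cutoff, the mean inhibition of test compounds on that plate plus 3 SD, cut at about 49% in these data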;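 also: 0% = DMSO plus EC80 beta-PEA response and 100% = DMSO alone without agonist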
Target sequence (Q96RJ0 whole entry, looked up): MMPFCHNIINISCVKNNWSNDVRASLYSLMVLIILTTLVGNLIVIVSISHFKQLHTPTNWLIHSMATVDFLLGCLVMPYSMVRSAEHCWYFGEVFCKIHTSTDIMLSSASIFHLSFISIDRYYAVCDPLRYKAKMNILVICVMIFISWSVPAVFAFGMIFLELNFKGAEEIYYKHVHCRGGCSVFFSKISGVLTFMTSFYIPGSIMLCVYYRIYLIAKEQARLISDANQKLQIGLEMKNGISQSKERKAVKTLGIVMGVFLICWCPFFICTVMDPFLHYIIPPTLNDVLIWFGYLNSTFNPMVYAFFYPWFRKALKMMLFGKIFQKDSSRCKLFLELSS
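test system = CHO RD-HGA16 cells bearing hTAAR1 | replication = singlicate | controls = DMSO-only wells and EC80 β-PEA-stimulated wells | reagent = EC80 β-phenethylamine stimulus | read-out basis = percent inhibition of PEA-evoked calcium signal, max/basal emission ratio | schedule = seeding 17-24 h prior, 75-min 37 °C, 30-min RT dye loading | signal = kinetic Fluo-8 calcium fluorescence measurement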
CHO parental Ca = ATP-evoked calcium signal inhibitors, parental CHO, primary screen, counter-screen for OX1R antagonist project, cell-based, fluorescence, Fluo-8 calcium dye | inhibition, % at 5.6 µM | parental CHO-K1, ATP-induced calcium, Fluo-8 fluorescence | AID 463079, 2010 | 330,000 tested, 0.63% active;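 active = inhibition above that plate's mean sample inhibition plus 3 SD, cut at about 26% in these data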;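 also: 0% = ATP-challenged DMSO wells and 100% = DMSO wells without ATP; some compounds past the cut are filed as inactive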
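Assay system: untransfected parental CHO cell line. Also added: ATP agonist challenge. Dosing: one dose, 5.6 µM nominal. Measured by: Fluo-8 fluorescence. Read-out: % inhibition. Benchmarks: ATP wells versus no-ATP DMSO wells. Repeats: no replicates.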
GPR7 antagonist = GPR7 receptor antagonists, primary screen, cell-based, fluorescence, single concentration. Neuropeptides B/W receptor type 1 (Homo sapiens), P48145. GPR7-expressing cells, fluorescence antagonist assay. inhibition, % at 4.4 µM. 290,000 tested, 1.1% active. AID 1861, 2009; in the data active = inhibition above about 16%, passing the limit was not always enough;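 also: cells stimulated with the agonist NPW; 0% = agonist with vehicle and 100% = vehicle without agonist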
Target sequence (P48145 whole entry, looked up): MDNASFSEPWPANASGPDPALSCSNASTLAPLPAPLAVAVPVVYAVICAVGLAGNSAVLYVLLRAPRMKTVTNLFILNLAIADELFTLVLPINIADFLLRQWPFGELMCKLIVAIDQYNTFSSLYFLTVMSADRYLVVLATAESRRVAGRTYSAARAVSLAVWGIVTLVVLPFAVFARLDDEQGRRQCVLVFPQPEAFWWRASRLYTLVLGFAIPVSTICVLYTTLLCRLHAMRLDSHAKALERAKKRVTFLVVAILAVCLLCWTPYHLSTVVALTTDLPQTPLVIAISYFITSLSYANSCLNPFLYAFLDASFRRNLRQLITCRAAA
OXTR potentiator = human OXTR potentiators, primary screen, fluorescence, CHO-OTR cells, Fluo-8 calcium; Fluo-8 calcium fluorescence, potentiator mode; 0% = oxytocin EC15, 100% = EC100; activation, % at 3 µM; 320,000 tested, 0.061% active;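 active = activation above that plate's cutoff, the mean activation of tested compounds plus 3 SD, cut at about 6.6% in these data, passing the limit was not always enough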;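 also: 100% uses oxytocin at 75 nM as the full agonist control; some results filed as inactive read as strong as hits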
Target sequence (P30559 whole entry, looked up): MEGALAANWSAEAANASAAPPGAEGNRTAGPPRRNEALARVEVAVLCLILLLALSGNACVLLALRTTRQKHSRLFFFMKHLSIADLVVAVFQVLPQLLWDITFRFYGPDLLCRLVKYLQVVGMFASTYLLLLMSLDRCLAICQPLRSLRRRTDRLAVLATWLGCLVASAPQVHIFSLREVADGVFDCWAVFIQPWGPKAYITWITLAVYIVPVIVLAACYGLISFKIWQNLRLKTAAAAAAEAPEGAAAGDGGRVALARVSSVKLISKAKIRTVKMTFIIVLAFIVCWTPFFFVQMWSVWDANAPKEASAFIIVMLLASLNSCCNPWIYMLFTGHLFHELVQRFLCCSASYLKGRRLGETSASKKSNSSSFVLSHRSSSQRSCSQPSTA
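Dosing: Single dose, 3.0 µM nominal final compound concentration | Material: Human OTR in CHO cells | Technique: Kinetic Fluo-8 calcium fluorescence | Benchmarks: EC15 oxytocin alone as 0%, 75 nM oxytocin as 100% | Probe or stimulus: Oxytocin at about EC15, sub-maximal agonist stimulus | Incubation: Compound 6 min at room temperature before oxytocin, 100 s read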
M1 ag parental = counter-screen for M1 agonists: effect in parental CHO-K1 cells | activation, % at 3 µM | 360,000 tested, 0.48% active | Fluo-8 calcium fluorescence; scaled to maximal ATP response, vehicle zero; in the data active = activation above about 15%;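 also: untransfected CHO-K1 host cells lacking M1 receptor as counterscreen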
CHO-K1 Ca PAM = nonselective calcium activators in parental CHO-K1 cells, primary screen, counter-screen for M1 PAM project, cell-based, Fluo-8 calcium fluorescence, full deck, 1536-well | 360,000 tested, 0.02% active | ATP EC20; 0% at ATP EC20, 100% at ATP max | activation, % at 3 µM;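 active = activation above the run cutoff, the mean activation of all test compounds plus 3 SD, cut at about 40% in these data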;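 also: peak over basal fluorescence ratio in a 140 s read after ATP addition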
V1aR counter = agonists of human V1a receptor, primary screen, counter-screen for OXTR agonist project, fluorescence, CHO-V1R cells; Vasopressin V1a receptor (Homo sapiens), P37288; Fluo-8 calcium fluorescence, agonist mode; 0% DMSO, 100% 3 nM vasopressin; activation, % at 3 µM; 320,000 tested, 0.25% active; AID 2797, 2010;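 active = activation above the mean activation of all tested compounds plus 3 SD, per screening run, cut at about 20% in these data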;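 also: signal is peak over basal fluorescence ratio across a 100 second FLIPR read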
OXTR agonist = human OXTR agonists, primary screen, fluorescence, CHO-OTR cells, Fluo-8 calcium; Oxytocin receptor (Homo sapiens), P30559; Fluo-8 calcium fluorescence; normalized: DMSO 0%, oxytocin 100%; activation, % at 3 µM; 320,000 tested, 0.32% active;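 active = activation above the mean of all tested compounds plus 3 SD, cutoff set per screening run, cut at about 20% in these data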;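 also: peak over basal fluorescence ratio from a 100 s FLIPR kinetic read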
CHO-K1 Ca antag = M1 antagonist counterscreen hit in parental CHO-K1 cells; ATP-induced calcium, Fluo-8 fluorescence; inhibition, % at 3 µM; 360,000 tested, 0.6% active; AID 602250;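 active = inhibition above a per-plate cutoff, the plate's mean sample inhibition plus 3 SD, cut at about 24% in these data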;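 also: 0% = DMSO plus EC80 ATP and 100% = DMSO alone without ATP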
* hit, by the source's call; x = no result given.

SMILES	TAAR1 antagonist	CHO parental Ca	GPR7 antagonist	OXTR potentiator	M1 ag parental	CHO-K1 Ca PAM	V1aR counter	OXTR agonist	CHO-K1 Ca antag
CCC1=Nc2cc(C(=O)NCCN3CCOCC3)ccc2Sc2ccc(Br)cc21	-2.0	-25.2	8.6	-6.4	1.5	-3.0	-0.8	0.8	-13.5
CCOc1ccc(N2C(=O)c3cccnc3C2Nc2ccc(C)c(C)c2)cc1 (stereo unspecified)	26.0	-10.8	-2.4	-3.6	0.0	-7.4	0.7	-0.4	17.3
CN(c1ccccc1)S(=O)(=O)c1ccc(Cl)c(C(=O)OCC(=O)N2CCOCC2)c1	6.6	-27.3	-15.5	-9.1	4.1	-3.2	0.5	-0.2	-2.7
CC(C)n1cnnc1SCC(=O)Nc1ccc(Br)cc1F	-20.4	-4.4	-10.9	-5.3	-0.4	-2.9	-0.2	0.2	-9.9
COc1ccccc1CC(=O)N(CCC1=CCCCC1)c1c(N)n(Cc2ccccc2)c(=O)[nH]c1=O	-4.0	-20.6	x	-17.2	5.6	7.7	3.2	3.7	-1.3
O=C(Nc1nnc(-c2cccs2)o1)c1cccc(F)c1	2.4	5.2	-10.9	-3.1	0.6	0.9	1.5	0.6	4.9
O=C(Cc1ccccc1)Nn1c(O)c(/C=C2\C=Nc3ccccc32)sc1=S	54.3*	3.7	0.3	-10.5	12.1	1.2	12.1	15.1	8.6
O=C1CC(N2CCN(Cc3ccc4c(c3)OCO4)CC2)C(=O)N1CCc1ccccc1 (stereo unspecified)	13.7	-16.9	-2.3	-10.9	8.8	1.7	7.0	11.8	-6.1
COCCCNC(=O)COc1ccc(-c2nccc(-c3ccccn3)n2)cc1	-4.0	-10.3	19.0	2.5	3.2	12.6	2.3	1.0	-7.6
COc1cc(C(=O)NCC(=O)NNC(=O)C2COc3ccccc3O2)cc(OC)c1OC (stereo unspecified)	-2.5	-7.8	x	-3.5	0.2	9.5	1.2	0.4	-13.9
O=C(NCCS(=O)(=O)c1ccc(Br)cc1)c1ccc(Cl)cc1Cl	-22.7	-15.7	-15.1	-4.0	2.0	4.5	2.2	-1.6	-7.5
CC(NC(=O)COc1ccc(/C=N/NC(=O)C(=O)Nc2ccccc2Br)cc1)c1ccccc1 (stereo unspecified)	35.0	-2.8	-6.4	-8.6	2.5	12.9	0.2	0.4	-16.2
COc1ccc(CNC(=O)CC2C[C@H](C(=O)N3CCOCC3)[C@@]3(C)c4[nH]c5ccccc5c4CCN3C2=O)cc1OC (stereo partly specified)	-10.6	-14.6	x	1.9	-0.3	-12.7	-0.8	0.9	-4.5
C=CCn1c(=O)c2c(nc3n2CC(C)CN3c2cccc(OC)c2)n(C)c1=O (stereo unspecified)	-16.2	-13.3	-15.8	-5.0	-0.3	10.6	-1.2	-1.5	-2.5
O=c1[nH]c(C2CCN(S(=O)(=O)c3ccccc3)CC2)nc2c1nnn2Cc1ccccc1	-18.3	-20.4	-2.9	-0.1	0.2	-1.7	1.1	1.4	-12.6
COc1cccc(CNC23CC4CC(CC(C4)C2)C3)c1OCc1ccccc1	-16.4	8.8	39.1*	-28.4	2.0	-2.0	3.5	10.2	2.1
CC(=O)NC(c1cccs1)c1cc(Cl)c2ccccc2c1O (stereo unspecified)	2.5	-17.8	x	-1.0	0.6	14.3	0.4	0.0	-11.0
CC(=O)N1CCN(C(=O)CNC(=O)c2cccs2)CC1	-5.2	-6.8	x	-3.6	0.0	10.1	0.9	0.7	-10.9
COC(=O)CSc1nc2ccc(C)cc2[nH]1	2.3	2.2	-6.3	-13.5	0.1	-7.5	0.3	-0.5	-3.9
CCCCCn1c(=O)[nH]c2cc(C(=O)NC3CCN(Cc4ccccc4)CC3)ccc2c1=O	-19.6	-15.2	x	4.0	0.0	1.4	1.1	1.9	3.1
COc1ccc(N2CCN(CCCNC(=O)c3ccc(CS(=O)(=O)c4ccc(OC)cc4)o3)CC2)cc1	7.9	-24.6	-4.5	-5.4	9.6	9.0	9.9	5.8	-10.1
CCC(=O)Nc1nonc1-c1nc2ccccc2n1Cc1ccccc1	-1.4	-21.4	-8.0	-10.6	-0.5	-3.7	0.5	-2.4	-0.6
CN1C(=O)c2ccccc2C(C(=O)NCCCN2CCCC2=O)C1c1c[nH]c2ccccc12 (stereo unspecified)	-5.9	-15.7	-3.1	-4.2	x	x	1.3	-1.1	x
O=C(Cc1cccs1)N/N=C/C(Br)=C/c1ccccc1	19.3	11.8	-10.3	-7.5	1.1	-10.1	-0.4	0.1	-28.4
Cc1ccc2nc(C)cc(C(=O)OCC(=O)c3ccc(Cl)c([N+](=O)[O-])c3)c2c1	32.5	-13.1	7.1	-10.9	-0.2	1.2	-1.0	-1.9	10.0
C=CCSc1nnc(-c2cccnc2)o1	-10.7	-9.0	10.4	0.3	-0.1	2.9	-0.1	0.5	5.9
COc1ccc([C@H]2N[C@]3(CCCN(Cc4ccc(C(F)(F)F)cc4)C3=O)[C@H]3C(=O)N(Cc4ccccc4)C(=O)[C@@H]23)cc1	25.2	x	x	x	2.0	-8.9	x	x	-4.2
CCNS(=O)(=O)c1ccc(CCC(=O)Nc2ccccc2)cc1	11.7	0.0	-10.9	-2.1	-0.4	-8.4	1.7	-0.7	5.9
CC(C)Oc1ccc(C(=O)Nc2ccc(N3CCN(C(=O)c4ccco4)CC3)cc2)cc1	25.7	-18.5	-1.3	-6.7	3.6	-22.7	7.3	4.6	-12.3
OC(c1nc2ccccc2[nH]1)C(O)c1nc2ccccc2[nH]1 (stereo unspecified)	-12.6	-16.4	-10.4	0.9	-0.4	-11.4	11.4	0.8	7.2
Cc1nnc(SCC(=O)Nn2cnnc2)s1	-10.2	-0.8	-5.8	-5.2	0.0	23.2	-0.3	-0.5	-10.9
Cc1ccc(C(=O)OCC(=O)Nc2c(C)n(C)n(-c3ccccc3)c2=O)cc1[N+](=O)[O-]	-8.0	-1.1	-4.3	-3.2	1.2	30.0	0.5	0.8	-16.8
COc1ccc(NC(=O)CCc2nnc3ccc(N4CCN(c5cccc(OC)c5)CC4)nn23)cc1	63.2*	-22.9	24.6*	-11.8	7.0	-9.7	0.4	3.9	-6.6
CCCSc1nnc(C(C)C)n1N	1.9	0.2	-16.6	1.8	0.4	22.5	0.5	1.9	-10.0
O=C1NCCOC(=O)[C@H](Cc2ccc(F)cc2)CC/C=C/C[C@H]1CC(=O)N(CCO)Cc1ccccc1	12.8	-20.1	x	0.6	-0.1	11.2	-0.3	-0.1	0.0
CCCCc1c(C)nc2c(OC)cccc2c1SCC(=O)O	-12.5	0.3	-8.1	-3.5	1.6	13.3	2.0	2.8	-17.0
NCCNC[C@@H]1COC2(CCCCCCCCCCC2)O1	-2.3	-9.5	12.1	4.3	1.1	10.5	3.8	3.5	-4.8
C/C(=N\NC(=S)Nc1cccc(C)c1)c1ccccc1	15.4	-16.3	-3.7	-8.3	0.3	10.5	-0.6	-2.4	-9.0
Cc1sc2c(c1C)c(=O)n(-c1ccccc1)c(=O)n2CC(=O)NCC1CCCO1 (stereo unspecified)	-15.9	-0.7	3.3	-5.0	0.0	-2.8	-0.8	0.2	-4.2
Cc1oc(-c2ccccc2F)nc1CS(=O)(=O)CC(=O)NCCCN1CCN(C)CC1	-16.1	-17.3	-6.6	-6.7	-0.3	4.1	0.8	-0.3	-2.5
CN(C)c1ccc(N2C(=NC(=O)CCc3ccccc3)SC3CS(=O)(=O)CC32)cc1 (stereo unspecified)	-6.6	-14.9	4.7	-3.1	0.2	-4.3	1.5	1.3	-8.2
CN(CC(=O)Nc1ccc(F)cc1)C(=O)COc1ccc([N+](=O)[O-])cc1Cl	16.7	-12.9	1.6	-26.8	0.5	4.3	3.6	3.8	-12.6
Cn1c(Cn2c(=O)sc3ccccc32)nnc1SCC(=O)N1CCOCC1	-23.2	-5.7	-8.4	-4.8	0.3	27.8	0.5	0.4	-10.3
CCN(CC(=O)Nc1ccc(NC(C)=O)cc1)C(=O)c1ccc2c(c1)S(=O)(=O)N=C1CCCCCN12	-17.6	-14.4	x	2.2	2.3	25.1	3.0	1.7	-5.0
COC(=O)[C@]1(C)N[C@H](CN(C)S(=O)(=O)c2ccc(-c3ccccc3)cc2)[C@@H]2C(=O)N(C)C(=O)[C@@H]21	-0.2	-21.0	x	3.9	0.5	20.5	2.2	3.3	-7.5
Cc1cc(Nc2ncc(Cl)cc2Cl)n(-c2ccccc2C)n1	-31.5	-25.9	11.3	4.3	-0.3	11.3	-1.7	-2.9	-8.8

Structures listed so far that have an aryl thioether with sulfur outside any ring, in the order listed:
SMILES	TAAR1 antagonist	CHO parental Ca	GPR7 antagonist	OXTR potentiator	M1 ag parental	CHO-K1 Ca PAM	V1aR counter	OXTR agonist	CHO-K1 Ca antag
CC(C)n1cnnc1SCC(=O)Nc1ccc(Br)cc1F	-20.4	-4.4	-10.9	-5.3	-0.4	-2.9	-0.2	0.2	-9.9
COC(=O)CSc1nc2ccc(C)cc2[nH]1	2.3	2.2	-6.3	-13.5	0.1	-7.5	0.3	-0.5	-3.9
C=CCSc1nnc(-c2cccnc2)o1	-10.7	-9.0	10.4	0.3	-0.1	2.9	-0.1	0.5	5.9
Cc1nnc(SCC(=O)Nn2cnnc2)s1	-10.2	-0.8	-5.8	-5.2	0.0	23.2	-0.3	-0.5	-10.9
CCCSc1nnc(C(C)C)n1N	1.9	0.2	-16.6	1.8	0.4	22.5	0.5	1.9	-10.0
CCCCc1c(C)nc2c(OC)cccc2c1SCC(=O)O	-12.5	0.3	-8.1	-3.5	1.6	13.3	2.0	2.8	-17.0
Cn1c(Cn2c(=O)sc3ccccc32)nnc1SCC(=O)N1CCOCC1	-23.2	-5.7	-8.4	-4.8	0.3	27.8	0.5	0.4	-10.3

The order is random. Share with any hit: about 3.5%.
